IMPase cell inh: cell-permeable inhibitors of inositol monophosphatase (IMPase); P97697; CHO-M1 cells, IP1 accumulation, HTRF TR-FRET ratio; inhibition (IP1 accumulation), % at 46.1 µM; 120,000 tested, under 10 active; AID 901; active = well fitted curve in the direction sought with a large enough effect in the signal ratio, not every such curve was filed as active; inconclusive = small, poorly fitted or top-dose-only effect, or a change in a side signal; inactive = no such curve, though single readings can be large or run the other way; the % refers to the signal ratio;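 note: cells stimulated with carbachol in lithium chloride buffer; plate controls were DMSO basal wells for no effect and reference inhibitor wells for full effect; higher means more IMPase inhibition seen as more IP1 and lower FRET ratio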
Target sequence (P97697 whole entry, looked up): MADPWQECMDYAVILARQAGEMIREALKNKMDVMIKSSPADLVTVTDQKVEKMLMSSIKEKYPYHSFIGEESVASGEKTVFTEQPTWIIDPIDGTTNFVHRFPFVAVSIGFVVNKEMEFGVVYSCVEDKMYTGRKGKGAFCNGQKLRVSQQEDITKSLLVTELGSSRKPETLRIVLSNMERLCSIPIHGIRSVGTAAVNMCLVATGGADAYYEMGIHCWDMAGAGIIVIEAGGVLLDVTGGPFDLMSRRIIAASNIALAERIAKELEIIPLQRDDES
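Carbachol-driven Gq signalling in CHO-M1 cells (2000/well) generates IP1. Compounds that block IMPase raise IP1 and so reduce the FRET signal from Eu-anti-IP1 and d2-IP1 after a 10 min room-temperature lysis.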
ALOX15B inhib: inhibitors of human 15-lipoxygenase 2 (ALOX15B) | purified 15hLO-2, xylenol orange hydroperoxide absorbance | Potency, µM (doses to about 57.1 µM), for inactives: top-dose activity change, negative = inhibition, actives largely listed as inhibitors | hit rate 0.56% among 110,000 | O15296; note: potency is the fitted concentration of half-maximal effect; nearly all actives have a fitted effect of over 60% in size; many of its hits are not listed in these tables
Target sequence (O15296 whole entry, looked up): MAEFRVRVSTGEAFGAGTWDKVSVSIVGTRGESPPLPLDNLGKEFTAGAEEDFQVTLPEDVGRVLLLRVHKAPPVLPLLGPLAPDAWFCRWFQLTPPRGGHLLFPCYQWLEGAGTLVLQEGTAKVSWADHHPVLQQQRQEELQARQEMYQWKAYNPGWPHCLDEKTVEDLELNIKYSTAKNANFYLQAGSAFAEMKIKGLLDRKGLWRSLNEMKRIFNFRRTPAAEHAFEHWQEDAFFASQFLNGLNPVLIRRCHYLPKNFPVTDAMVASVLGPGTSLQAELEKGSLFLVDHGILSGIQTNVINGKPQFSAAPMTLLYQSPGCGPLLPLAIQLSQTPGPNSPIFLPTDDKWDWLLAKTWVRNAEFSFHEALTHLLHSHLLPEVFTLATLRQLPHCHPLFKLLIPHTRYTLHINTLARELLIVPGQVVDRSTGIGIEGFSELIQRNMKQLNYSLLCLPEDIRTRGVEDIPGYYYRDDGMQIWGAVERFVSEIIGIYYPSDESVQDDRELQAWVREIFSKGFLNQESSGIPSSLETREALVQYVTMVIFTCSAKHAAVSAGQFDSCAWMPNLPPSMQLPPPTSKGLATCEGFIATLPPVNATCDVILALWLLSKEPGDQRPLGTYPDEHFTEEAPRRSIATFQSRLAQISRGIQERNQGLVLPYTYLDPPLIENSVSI
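Purified human 15hLO-2 (50 nM) preincubated 15 min with compound, then 45 uM arachidonic acid for 90 min at RT in 25 mM Hepes pH 7.5, 0.01% Triton X-100. Hydroperoxide detected by Fe-xylenol orange; 573/405 nm absorbance ratio.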
12-hLO inh: 12-hLO (ALOX12) enzyme inhibition; P18054; purified 12-hLO, xylenol orange hydroperoxide absorbance; Potency, µM (doses to about 57.1 µM), for the others: at the top dose activity change, negative = inhibition, hits mostly inhibitors; hit rate 0.12% among 150,000; note: potency is the fitted concentration of half-maximal effect; nearly all actives have a fitted effect of over 55% in size; many of its hits are not listed in these tables
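Lipoxygenase turnover measured by absorbance at 573 and 405 nm after Fe-XO development. Human 12hLO 150 nM, arachidonate 40 uM, pH 7.0 Hepes buffer with detergent; 15 min compound preincubation, 30 min reaction.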
PNC inhibitor: inhibitors of perinucleolar compartment assembly; PC3M PTB-GFP, PNC prevalence imaging, 16 h; active compounds read low; activity change (PNC), negative = inhibition, % at 10 µM; hit rate 3.1% among 140,000; AID 2417;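 active = readout at or below -70, meaning at least 70% loss of cells showing the perinucleolar compartment, a nuclear body marking cancer cells; inconclusive = readout between -30 and a set limit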;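 note: plate controls were DMSO wells for no effect and camptothecin positive control wells for full effect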
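Read-out is percentage of cells bearing a perinucleolar compartment, from automated 20x imaging of fixed, Hoechst-stained PC3M PTB-GFP cells. Cells were seeded 4 h, then exposed 16 h to compound (23 nl of library stock) in duplicate plates.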
Active calls of the source: *; ? = inconclusive; . = no result given; & = joins results of further samples; [ ] = dose if it differs, or a comment. Unless noted, calls come from the whole dose curve; as a rule, active = well fitted curve in the direction sought with a large enough effect; inconclusive = small, poorly fitted or top-dose-only effect, or another doubt; inactive = no such curve, though single readings can be large; an effect the other way counts as inactive or inconclusive. Unless noted, % is set by controls: 0 for no effect and ±100 for the full control effect. A portion of the library; count on the stated rates, not on these rows.

SMILES | IMPase cell inh | ALOX15B inhib | 12-hLO inh | PNC inhibitor
COc1ccc(-n2c(Cc3cccn3C)nnc2SCC(=O)Nc2cc(Cl)ccc2OC)cc1 | 1 | . | 3% | 25
COc1ccc(-c2nc3ccccc3n2Cc2ccccc2)cc1 | ? | 29% | -17% | ?
COc1ccc(/C=C(\C#N)C(=O)Nc2cc(S(=O)(=O)N3CCOCC3)ccc2N2CCCC2)cc1 | . | . | 2% | 7
O=C(NC(=O)N1CCN(c2cccc(Cl)c2)CC1)c1ccccc1 | 2 | 5% | -2% | -20
CC(C)CCNC(=O)NC(=O)CSc1nnc2ccccn12 | 2 | 8% | -4% | ?
CCN=C1SCC(=O)N1c1ccc(OC)cc1 | 7 | -1% | 2% | 32
COC(=O)Cc1ccc(NC(=S)NCCCO)cc1 | 10 | 2% | 1% | ?
CC1CCCC(C)N1C(=O)COC(=O)C(Cc1ccccc1)NC(=O)c1cccs1 (stereo not given) | 6 | . | 2% | 47
CC1CCN(c2cc(N3CCOCC3)c(F)cc2[N+](=O)[O-])CC1 | 4 | -4% | -10% | 0
Cc1ccc(C(C(=O)NC(C)(C)C)N(C(=O)c2csnn2)c2cccc(F)c2)o1 (stereo not given) | -5 | -1% | -2% | 17
O=C1N=C(N2CCCC2)S/C1=C\c1ccccc1 | ? | . | -1% | -10
O=C(CN1CCN(S(=O)(=O)c2ccc(Cl)cc2)CC1)Nc1ccc2c(c1)OCO2 | 0 | -4% | -7% | 16
COC(=O)CN(c1ccc(C)cc1)S(=O)(=O)c1ccc2c(c1)n(C)c(=O)c(=O)n2C | 3 | -2% | 4% | 38
CC(C)(C)C(=O)Nc1ccc(C(=O)N/N=C/c2ccccc2OC(=O)c2ccc(Cl)cc2)cc1 | . | . | 5% | ?
C#CCOC(=O)c1ccccc1C(=O)N(CC)CC | 3 | -8% | -4% | 43
CCCOc1cc(C)c(S(=O)(=O)NC2CC(C)(C)NC(C)(C)C2)cc1C | . | . | 2% | -16
CN(C)CC[C@H](c1ccc(Cl)cc1)c1ccccn1 | ? | 15%[25.6 µM] | -1%[25.6 µM] | .
CNC(=O)[C@H](C)[C@@H]1C[C@@]1(C)[C@@H](NC(=O)OCc1ccccc1)c1ccccc1 | . | 21% | -6%&0% | 19
CC(OC(=O)CC(NC(=O)c1ccccc1Cl)c1ccccc1)C(=O)Nc1cccc(Cl)c1Cl (stereo not given) | . | . | -1% | 38
CCCc1oc(C(=O)O)cc1CN1CCOCC1 | -3 | 6% | -7% | 24
COc1ccnc(NCc2ccc(Cl)cc2)c1C#N | ? | 2% | 16% | ?
N#C/C(=C\c1ccc(Cl)cc1Cl)c1n[nH]c(Cn2cncn2)n1 | -1 | 2% | 4% | -12
CCOC(=O)CN1N=C(c2ccc(Cl)s2)CSC1=O | . | . | -2% | 23
O=S(=O)(Cc1ccccc1)N1CCC(N2CCN(c3ccccc3)CC2)CC1 | -2 | -4% | 4% | 14
O=C(NCCCN1CCOCC1)c1cc(-c2ccc(O)cc2)on1 | -3 | 0% | 0% | 8
COC(=O)c1ccccc1SC1CC(=O)N(c2ccccc2)C1=O (stereo not given) | . | . | 6% | ?
COc1ccc(OCC(=O)Nc2ccc3c(c2)nc(CCN2CCOCC2)n3C)cc1 | -6 | 21% | 0% | 23
COC(=O)c1sc2nc(CN3CCN(c4cccc(C(F)(F)F)c4)CC3)[nH]c(=O)c2c1C | -3 | . | -3% | ?
O=C1N/C(=C/c2ccc(N3CCCC3)cc2)C(=O)N1c1ccccc1 | . | . | -2% | 65
Cc1cccc(OCCCC(=O)O)c1C | -8 | -3% | -1% | ?

The final 2 records of the section before are carried over, then new ones follow.
SMILES | IMPase cell inh | ALOX15B inhib | 12-hLO inh | PNC inhibitor
O=C1N/C(=C/c2ccc(N3CCCC3)cc2)C(=O)N1c1ccccc1 | . | . | -2% | 65
Cc1cccc(OCCCC(=O)O)c1C | -8 | -3% | -1% | ?
CCOC(=O)c1sc(-c2ccc(F)cc2)cc1N | 3 | 7% | -10% | -28
CCC(C)c1ccc(NC(=S)Nc2ccc(OC)cc2C)cc1 (stereo not given) | -6 | . | 0% | 20
CC(C)C(=O)N1CCN(c2ccccc2NC(=O)Cc2ccc(Cl)cc2)CC1 | -9 | 8% | -6% | 12
O=S(=O)(Nc1ccc(C(F)(F)F)cc1)c1cnc[nH]1 | 11 | -1% | -6% | 58
O=C1C(Oc2ccccc2)C(c2cccs2)N1Cc1ccc2c(c1)OCO2 (stereo not given) | 9 | 17% | -1% | 61
COc1ccc(-c2noc(CSc3nnc(CCc4ccccc4)n3-c3ccccc3)n2)cc1OC | 19 | -8% | ? | -2
O=c1[nH]c(SCc2nc3ccccc3c(=O)n2-c2ccccc2C(F)(F)F)nc2ccccc12 | . | . | -4% | -1
COc1ccc(-c2nnc3ccc(SCC(=O)Nc4nccs4)nn23)cc1OC | 2 | . | -3% | -9
O=C(NCc1cccs1)c1cc(-c2ccccc2)nc2ccccc12 | 4 | . | -2% | ?
COc1ccc(C(=O)N2CCCC(c3nc(-c4ccc(OC)c(OC)c4)no3)C2)c(OC)c1 (stereo not given) | 7 | -11% | -6% | -28
COc1ccc(C(CC(=O)Nc2ccc(C)cc2)NC(=O)C(F)(F)F)cc1 (stereo not given) | -10 | . | 1% | ?
Cc1ccc2ccc(S(=O)(=O)n3nc(C)cc3C)cc2c1 | 5 | 6% | 0% | 2
CCCC(=O)N1CCN(c2ccc(NC(=O)c3ccccc3)cc2)CC1 | -4 | -11% | 1% | 20
CCOC(=O)c1c(C)c(C#N)c2c3ccccc3ccn12 | ? | -3% | 0% | -15
Cn1c(=O)oc2cc(S(=O)(=O)N3CCC(C(=O)N4CCc5ccccc5C4)CC3)ccc21 | -2 | -1% | 4% | ?
O=C(COC(=O)/C=C/c1ccccc1)NCc1ccc(Cl)cc1 | . | . | 0% | 62
N/N=c1\sc2ccccc2n1-c1ccccc1 | 6 | -23% | 0% | 15
O=C(Nc1nnc(-c2ccccc2Cl)o1)c1cccnc1 | 7 | 42%[activator] | -11% | 23
CCNc1nc(NCC)n2c(SCC(=O)Nc3ccccc3[N+](=O)[O-])nnc2n1 | . | . | 1% | 6
O=C(Cc1ccc2c(c1)OCCO2)N1CCN(S(=O)(=O)c2ccccc2C(F)(F)F)CC1 | . | . | -1% | 23
CCN(CC)COC(=S)S | . | 6%[11.4 µM] | -14%[11.4 µM] | .
O=C(CSc1ncnc2c1cnn2Cc1ccccc1)Nc1ccc2c(c1)OCCO2 | -1 | 5% | 4% | ?
O=C(O)c1cc([N+](=O)[O-])ccc1NCCO | . | . | -6% | 10
C=CCn1c(N)c(C(=O)N2CCN(C)CC2)sc1=S | -3 | -1% | 0% | ?
CCN(CC)CCNC(=O)c1ccc2c(c1)ncn2C1CCCCC1 | 3 | 45%[activator] | -2% | -22
COc1ccc(OC)c(NC(=O)c2cc3ccccc3o2)c1 | 8 | 3% | 0% | -23
O=C(c1ccco1)N1CCN(C(=O)C2(S(=O)(=O)c3ccc(Cl)cc3)CC2)CC1 | -2 | -7% | 0% | 1
CCCCNC(=O)CSc1nc2ccccc2c(=O)n1CC1COc2ccccc2O1 (stereo not given) | 7 | -8% | -7% | -7
Cc1sc2c(c1C)c(=O)n(-c1ccccc1)c1nncn21 | 6 | -4% | -14% | ?
CCN1CCCC1Cn1c(-c2ccccc2)nc2c(N3CCOCC3)nc(C)nc21 (stereo not given) | . | 6% | 1% | .
CN(Cc1ccccc1)C(=O)CC(c1ccccc1)c1cc(Cl)ccc1O (stereo not given) | 11 | -20% | -3% | -10
O=S(=O)(NC1CCCCC1)c1ccc(Cl)s1 | 12 | -4% | 4% | 1
CCCC(=O)Nc1nc2nc(-c3ccccc3)cc(=O)n2[nH]1 | -3 | -7% | 1% | -1
CCN(CC)C(=O)/C(=C\c1cccc([N+](=O)[O-])c1)NC(=O)c1ccco1 | . | . | 2% | -16
COC(=O)N1CCC2(CCCN(Cc3cc(C(F)(F)F)cc(C(F)(F)F)c3)C2)CC1 | . | ? | 0% | .
c1ccc(Cn2nnc3c(N4CCCC4)ncnc32)cc1 | -5 | -5% | -1% | -22
O=C(COc1ccc(F)cc1Br)N1CCc2ccccc21 | -1 | 0% | -5% | 12
CN1C/C(=N\S(=O)(=O)c2ccccc2)N(C)C1=O | . | . | -2% | 37
COc1ccc2nc(N3C(=O)CC(Cc4cc(C)cc(C)c4)C3=O)sc2c1 (stereo not given) | 4 | -9% | -21% | 22
Cc1ccc2[nH]c(=O)c(CN(C(=O)c3cccs3)c3ccccc3)cc2c1 | -7 | . | 0% | -85*
Cn1cccc1Cc1nnc(SCC(N)=O)n1CCc1ccccc1 | -3 | . | -1% | -3
Cc1c(NC(=S)NC(=O)c2cc3ccccc3o2)c(=O)n(-c2ccccc2)n1C | . | . | -2% | 25
COC(=O)Cc1c(O)ccn(Cc2ccc(F)cc2)c1=O | -10 | -3% | 3% | -4
COc1ccc(Cl)cc1C(=O)N1CCN=C1SC | -2 | 2% | 9% | -10
C/C(=C\c1ccccc1)CN1CCC(C(=O)N2CCC(C)CC2)CC1 | 7 | . | -4% | 36
CC(=O)c1ccc(-n2c(C)ccc2-c2ccccc2)cc1 | 4 | -6% | -6% | 8
CCOC(=O)c1nn(-c2cccc(Cl)c2)c2nc(Nc3ccccc3)cc(=O)n12 | . | . | 0% | -24
CCC(=O)N1CCc2cc(S(=O)(=O)NC(Cc3ccccc3)C(=O)Nc3nccs3)ccc21 (stereo not given) | . | . | -2% | 13
CN1CCN(C(=O)/C=C\C(=O)O)CC1 | . | . | 0% | -12
O=C(Nc1ccccc1-c1ccccc1)C1CCCCC1 | 2 | . | 1% | -26

Retrieved by compound from above, two records:
SMILES | IMPase cell inh | ALOX15B inhib | 12-hLO inh | PNC inhibitor
COc1ccnc(NCc2ccc(Cl)cc2)c1C#N | ? | 2% | 16% | ?
O=S(=O)(NC1CCCCC1)c1ccc(Cl)s1 | 12 | -4% | 4% | 1

Carrying on:
SMILES | IMPase cell inh | ALOX15B inhib | 12-hLO inh | PNC inhibitor
CC(C)Oc1ccc(C(=O)Nc2ccc(N(C)C)cc2)cc1 | 15 | -6% | -3% | 17
Cc1cc(N2CCN(c3nnnn3-c3ccccc3)CC2)n2ncnc2n1 | 15 | -1% | -4% | ?
CCOC(=O)CN(C(=O)Cn1nnc2ccccc21)C(C(=O)NCCOC)c1ccccc1C (stereo not given) | 11 | 1% | -2% | 11
COc1ccc(S(=O)(=O)N2CCC(C(=O)Nc3ccc4c(c3)OCCO4)CC2)cc1OC | 2 | -1% | 0% | 15
COc1nnc(-c2ccc(N3CCOCC3)c(NC(=O)c3ccc(C)cc3)c2)c2ccccc12 | 15 | 3% | -3% | 13
CCOC(=O)N1CCN(C(=O)C(=O)NNC(=O)COc2ccc(Cl)cc2)CC1 | 10 | . | -3% | -1
COc1cc(-c2cc(C(=O)OCC(=O)Nc3ccc4c(c3)OCO4)c3ccccc3n2)cc(OC)c1OC | . | . | 2% | ?
COc1cccc(OC)c1C(=O)NC(=S)Nc1cc(-c2nc3ccccc3[nH]2)ccc1Cl | 1 | . | 0% | 5
Cc1c(NC(=O)C(=O)/C=C(\O)c2ccc(Cl)cc2)c(=O)n(-c2ccccc2)n1C | . | . | -8% | -16
O=C(Nc1cccc(S(=O)(=O)N2CCOCC2)c1)c1cn(-c2ccccc2)nc1-c1ccc(F)cc1 | . | . | 3% | ?
COc1ccc(NC(=O)c2ccc3c(c2)n(C)c(=O)n3C)cc1 | . | . | -1% | 38
COC(=O)c1c(NC(=O)COC(=O)c2ccc(C)s2)sc2c1CCCCC2 | . | . | -1% | 34

Bioassay records as filed in PubChem BioAssay.
